# Source: PubChem BioAssay (National Center for Advancing Translational Sciences (NCATS))
# RECQ1 inh: RECQ1 (human) helicase inhibition; P46063; RECQ1 DNA unwinding, red fluorescence kinetic read; Potency, µM (top dose mostly 57.3 µM), for inactives: at the top dose activity, negative = inhibition, hits mostly inhibitors; 240,000 compounds, 0.54% hits;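 note: plate controls were vehicle for no effect and no enzyme for full effect; nearly all actives have a fitted effect of over 30% in size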
#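 RECQ1T1 50 nM; forked duplex (20 bp + 30-nt ss tails) 200 nM, ATP 2 mM final; pH 8.0, 2 mM MgCl2, 2.5 ug/ml poly(dI-dC); 15 min compound preincubation; discontinuous kinetic read over 2 h at RT.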
# SMN2 splice enh: enhancers of SMN2 splice variant expression; HEK293 SMN2-luciferase splicing reporter, luminescence, 30-36 h; 210,000 compounds, 2.8% hits; Potency, µM (titrated, usually from 46.1 µM), for the others: at the top dose activity change, positive = activation, most hits filed as activators; note: % of control where 0% means no effect; nearly all actives have a fitted effect of over 55% in size
#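 HEK293 cells carry an SMN2 […]–luciferase reporter in which exon 7 inclusion puts luciferase in frame. Cells were plated 10-12 h before compound addition, then incubated 30-36 h at 37C. ONE-Glo luminescence was read; sodium butyrate at 4.5 mM final served as control.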
# JMJD2E inh: JMJD2E (human) inhibition. JMJD2E catalytic domain, FDH-coupled NADH fluorescence (FDH is formaldehyde dehydrogenase). AID 2147. 230,000 compounds, 1.6% hits. Potency, µM (top dose mostly 57.1 µM), without a hit: at the top dose activity change, negative = inhibition, actives largely listed as inhibitors; active = well fitted inhibition curve with a large enough effect, not every such curve was filed as active; inconclusive = small, poorly fitted or top-dose-only effect, or another doubt; inactive = no such curve, though single readings can be large or run the other way;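 note: 0% = wells with enzyme and -100% = buffer wells without enzyme; nearly all actives have a fitted effect of over 50% in size; many of its hits are not listed in these tables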
# TR SRC2 fluor cs: counter-screen for TRb-SRC2 inhibitors: fluorescence interference | TRb/SRC2 Texas Red total fluorescence interference | Potency, µM (doses to about 106 µM), without a hit: top-dose fluorescence change, negative = quenching | AID 1479 | 280,000 compounds, 0.29% hits; active = well fitted curve in either direction with a large enough effect; inconclusive = small, poorly fitted or top-dose-only effect; note: % is set by controls: 0 for no effect and ±100 for the full control effect
#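 Human TRβ ligand-binding domain (0.6 uM) and Texas Red SRC2 peptide (20 nM) in Tris buffer with 1 uM T3 and 5% DMSO were incubated with pinned compound for 5 hr at ambient temperature. Total fluorescence was computed as S + 2P (555/632 nm).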
# TRb-SRC2 inh: TRbeta-SRC2 interaction inhibition; P10828; TRbeta-SRC2 peptide binding, fluorescence polarization; receptor liganded with 1 µM T3; Potency, µM (titrated, usually from 106 µM), without a hit: top-dose activity change, negative = inhibition, most hits filed as inhibitors; 280,000 compounds, 0.065% hits;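 note: plate controls were bound peptide for no effect and peptide without receptor for full effect; nearly all actives have a fitted effect of over 50% in size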
# Target sequence (P10828 whole entry, looked up): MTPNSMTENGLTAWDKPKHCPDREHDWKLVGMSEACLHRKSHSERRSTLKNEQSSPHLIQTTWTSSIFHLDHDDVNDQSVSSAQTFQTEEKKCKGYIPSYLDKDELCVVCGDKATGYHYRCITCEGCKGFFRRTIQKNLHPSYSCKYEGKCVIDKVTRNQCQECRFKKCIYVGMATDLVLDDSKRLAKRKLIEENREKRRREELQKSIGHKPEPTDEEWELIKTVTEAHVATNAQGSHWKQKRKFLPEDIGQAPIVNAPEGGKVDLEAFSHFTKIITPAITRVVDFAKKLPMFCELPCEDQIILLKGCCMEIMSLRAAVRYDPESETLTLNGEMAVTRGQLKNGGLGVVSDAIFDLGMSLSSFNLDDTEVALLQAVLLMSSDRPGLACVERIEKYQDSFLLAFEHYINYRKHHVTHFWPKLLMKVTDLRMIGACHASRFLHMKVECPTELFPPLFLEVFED
#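 Compounds were added to 0.6 uM TRb ligand-binding domain and 20 nM Texas Red-labeled SRC2 peptide in Tris buffer containing 1 uM T3, incubated 5 hr at ambient temperature, then read by fluorescence polarization.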
# Lamin A splicing: changes lamin A minigene splicing in HeLa cells; Potency, µM (series often up to 46.1 µM), for inactives: at the highest dose ratio change, negative = inhibition, usual class: inhibitors; HeLa LMNA splicing GFP/RFP minigene ratio, 48 h; AID 1487; 200,000 compounds, 0.01% hits; active = well fitted inhibition curve with a large enough effect in the signal ratio, with a control signal flat, not every such curve was filed as active; inconclusive = small, poorly fitted or top-dose-only effect, or effect the other way, or a change in a side signal; the % refers to the signal ratio; note: % is set by controls: 0 for no effect and ±100 for the full control effect
#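 Read-out is the ratio of GFP to DsRed2 object intensity, acquired by 488 nm laser-scanning cytometry on HeLa lamin A-EGFP minigene reporter cells. Compound incubation 48 hrs at 37 °C in Opti-MEM with 2% FBS; DMSO 0.5% final.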
# ALDH1A1 block: ALDH1A1 (human) enzyme inhibition; 220,000 compounds, 7.3% hits; Potency, µM (series often up to 75.3 µM), for the others: at the highest dose activity, negative = inhibition, actives largely listed as inhibitors; P00352; Purified ALDH1A1, NADH fluorescence, propionaldehyde substrate; active = well fitted inhibition curve with a large enough effect, not every such curve was filed as active; inconclusive = small, poorly fitted or top-dose-only effect, or another doubt; inactive = no such curve, though single readings can be large or run the other way;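 note: plate controls were no enzyme wells and a reference inhibitor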
# Target sequence (P00352 whole entry, looked up): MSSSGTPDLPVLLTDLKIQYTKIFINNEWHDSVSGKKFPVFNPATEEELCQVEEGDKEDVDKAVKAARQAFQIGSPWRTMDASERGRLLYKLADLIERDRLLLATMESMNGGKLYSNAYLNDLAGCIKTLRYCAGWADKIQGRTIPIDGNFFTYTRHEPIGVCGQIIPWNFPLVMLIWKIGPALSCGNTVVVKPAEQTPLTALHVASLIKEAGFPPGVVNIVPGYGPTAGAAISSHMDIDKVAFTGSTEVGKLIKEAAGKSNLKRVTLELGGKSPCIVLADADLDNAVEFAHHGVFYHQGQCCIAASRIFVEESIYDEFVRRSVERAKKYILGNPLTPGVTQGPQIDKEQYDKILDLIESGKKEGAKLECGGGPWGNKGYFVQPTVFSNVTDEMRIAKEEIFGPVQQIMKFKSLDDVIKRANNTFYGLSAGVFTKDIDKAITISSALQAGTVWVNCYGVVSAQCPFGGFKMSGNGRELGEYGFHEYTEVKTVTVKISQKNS
# RGS12 GoLoco inh: blocks human Gai1 binding to RGS12 GoLoco peptide, red readout | P63096 | Gai1:RGS12 GoLoco peptide FP, rhodamine, 10 min | Potency, µM (doses to about 61.6 µM), without a hit: at the highest dose activity, negative = inhibition, usual class: inhibitors | 230,000 compounds, 0.44% hits; active = well fitted inhibition curve with a large enough effect, not every such curve was filed as active; inactive = no such curve, though single readings can be large or run the other way; note: % is set by controls: 0 for no effect and ±100 for the full control effect; nearly all actives have a fitted effect of over 30% in size; many of its hits are not listed in these tables
# * marks the source's active call; other numbers are inactive results; i = inactive; ? = inconclusive; / = no result given; & = joins results of further samples; [ ] = dose if it differs, or a comment. Unless noted, calls come from the whole dose curve; as a rule, active = well fitted curve in the direction sought with a large enough effect; inconclusive = small, poorly fitted or top-dose-only effect, or another doubt; inactive = no such curve, though single readings can be large; an effect the other way counts as inactive or inconclusive. Potency is the fitted concentration of half-maximal effect.
SMILES,RECQ1 inh,SMN2 splice enh,JMJD2E inh,TR SRC2 fluor cs,TRb-SRC2 inh,Lamin A splicing,ALDH1A1 block,RGS12 GoLoco inh
CC1CN=C(Nc2ccc(N(C)C)cc2)S1 (stereo unspecified),5.1%,/,-2.8%,0.2%,-4.6%,6.2%,2.9%,/
COc1ccc(N2C(=O)CC(N3CC=C(c4ccccc4)CC3)C2=O)cc1 (stereo unspecified),-3.0%,2.3%,?,6.1%,6.2%,-1.1%,10µM*,58.3%[activator]
COC1CCCCC1NCCc1ccccc1 (stereo unspecified),-8.9%,/,15.8µM*,11.8%,1.5%,/,?,13.5%
CCOc1cccc(CNC2CN3CCC2CC3)c1 (stereo unspecified),-5.9%,4.7%,3.3%,-4.1%,7.0%,14.2%,11.2%,2.4%
Cc1o[nH]c(=O)c1C[C@H](N)C(=O)O,0.2%&-6.8%&-10.3%,/,-8.7%&-26.7%&5.5%,-0.4%&-0.5%&-0.7%&-1.0%,-1.0%&3.9%&3.1%&-2.7%,/,-4.2%&-4.3%,1.3%&-2.5%&9.9%
Cc1ccc(C2=[N+]([O-])C3(CCCCC3=O)N(O)C2(C)C)cc1 (stereo unspecified),-11.5%,/,5.3%,-1.4%,-5.5%,6.7%,?,-13.5%
O=c1[nH]c(=O)n(C2CCCCC2)c(O)c1C=NCCCn1ccnc1,i,11.7%,-2.4%,-4.8%,-0.9%,-3.7%,?,15.2%
COc1cc2c(C(=O)N3CCN(C)CC3)c(C)n(C)c2cc1Br,0.2%,-7.3%,3.6%,-1.8%,1.1%,?,-13.1%,5.7%
O=c1[nH]c(=O)n(Cc2ccco2)c(O)c1C=NCCCn1ccnc1,-9.5%,-7.2%,-4.3%,-3.3%,1.3%,9.7%,3.1%,3.0%
CC1CCCCN1Cc1cccnc1 (stereo unspecified),i,-3.7%,20µM*,-3.4%,-2.4%,-18.2%[46 µM],-10.2%,0.5%
CCN1C[C@]2(C)CC[C@H](O)[C@@]34[C@@H]5C[C@@H]6[C@@H](OC)C[C@@](O)(C5[C@H]6O)[C@@H](C[C@@H]23)[C@@H]14,-3.3%,-11.6%,6.2%,2.4%,5.3%,?,8.6%,-10.9%
CCC(=O)c1cn(Cc2ccc(C#N)cc2)c2ccccc12,i,/,-3.0%,-2.6%,-6.5%,-0.2%,3.0%,-14.7%
CCCn1c(C(=O)c2ccccc2OC)nc2ccccc21,i,/,-2.6%,0.7%,5.3%,-1.6%[46 µM],-12.3%,9.9%
Cc1cc(OCc2ccc([N+](=O)[O-])cc2)c2c3c(c(=O)oc2c1)CCCC3,-15.7%,-23.3%,4.4%,0.2%,-9.8%,1.4%,28.2µM*,5.3%
C[C@H](CCC(=O)O)C[C@H](C)C[C@H](C)C(=O)/C=C(\O)[C@H](C)C[C@H](C)C/C=C/[C@@H](C)[C@@H](O)[C@@H](C)[C@@H](O)C[C@@H]1CC[C@@](C)(C2CC[C@@](C)([C@@H](C)O)O2)O1 (stereo partly specified),i,/,/,4.3%,8.8%,/,?,-1.1%
CCCCn1c(O)c(C=NCc2ccc3c(c2)OCO3)c(=O)[nH]c1=O,10.5%,/,-4.1%,-1.0%,6.7%,/,/,2.7%
CC(C)CCNC(=O)CN1C(=O)CN=C(c2ccccc2)c2ccccc21,-2.0%,/,-13.4%,-0.1%,4.3%,/,/,-3.4%
O=[N+]([O-])c1cc(Cl)c(Cl)c(Cl)c1,-4.6%,-0.1%,/,-0.1%,5.5%,/,?,6.5%
COc1ccccc1/C=C1/C(=N/O)C2CCN1CC2,-9.1%,6.1%,-3.7%,1.3%,7.2%,19.3%,15.8µM*,-10.7%
CCN(CC)CCOC(=O)C(O)(c1ccccc1)c1ccccc1,-8.6%&1.9%&-14.9%,-6.3%,3.9%,-4.2%&-1.5%&-4.5%,0.8%&-3.6%&0.2%,4.1%&-9.2%,-2.7%&1.3%,15.9%&12.9%
CCOC(=O)c1cccc([P+](=O)O)c1,-2.6%,-9.0%,5.2%,0.3%,4.0%,-5.0%,4.1%,-8.0%
COc1cc(CC2(CCc3ccncc3)C(=O)N(C)C(=O)N(C)C2=O)cc(OC)c1OC,i,/,-12.9%,1.2%,6.3%,?,1.4%,29.6%
Cc1ccccc1,-3.3%&0.9%,0.4%&18.0%,/,0.2%&0.3%,0.5%&4.5%,?,3.8%&-10.0%,0.5%&7.2%
COc1ccc(N2CC(C(=O)NCc3ccco3)CC2=O)cc1 (stereo unspecified),i,2.3%,-9.1%,-2.6%,2.5%,/,25.1µM*,6.1%
O=c1[nH]c(=S)n(C2CC2)c(O)c1C=NCc1ccc(F)cc1,-4.6%,/,-1.1%,-2.5%,2.3%,/,/,27.6%

# Additional results:
SMILES,RECQ1 inh,SMN2 splice enh,JMJD2E inh,TR SRC2 fluor cs,TRb-SRC2 inh,Lamin A splicing,ALDH1A1 block,RGS12 GoLoco inh
CC(=O)C1CCC2C3CCC4=CC(=O)CC[C@@]4(C)C3CC[C@]12C (stereo partly specified),i,-69.0%[inhibitor],-6.9%,-1.3%,7.1%,/,?,1.6%
CC(=O)[C@@H]1CC[C@H]2[C@@H]3CC[C@@H]4CC(=O)CC[C@]4(C)[C@H]3CC[C@]12C,14.1%,-29.4%,/,-1.0%,-1.4%,/,?,3.6%
CCCCCCn1c(O)c(C=NCCN2CCOCC2)c(=O)[nH]c1=O,-4.7%,-6.3%,13.4%,1.8%,1.9%,-10.9%,3.0%,0.6%
COc1ccc(/C=C2/C(=O)NC(=O)N(c3ccc(C)c(C)c3)C2=O)cc1CN1C(=O)c2ccccc2C1=O,-5.9%,11.2%,-9.5%,0.2%,-4.2%,-9.4%,7.94µM*,63.5%[activator]
COc1ccc(/C=C2/C(=O)NC(=O)N(c3ccccc3)C2=O)cc1CN1C(=O)c2ccccc2C1=O,3.1%,/,-6.3%,-4.8%,-4.8%,/,/,23.0%
C/C(=N\N1CCCCC1c1cccnc1)c1c(O)n(C2CCCCC2)c(=S)[nH]c1=O (stereo unspecified),-1.0%,-19.6%,-8.7%,1.7%,0.6%,-3.6%,?,143.3%[activator]
CC(=O)OC1C([N+]2(C)CCCCC2)C[C@H]2C3CC[C@H]4C[C@H](OC(C)=O)C([N+]5(C)CCCCC5)CC4(C)C3CCC12C (stereo partly specified),44.6%[activator],-14.6%,/,-1.9%,7.1%,?,-0.6%,4.2%
CCOc1cc(C=C2C(=O)NC(=O)NC2=O)ccc1OS(=O)(=O)c1ccccc1,i,-12.9%,?,0.5%,-16.2%,-0.2%,?,24.1%
CN(C)CC1CSCCC1(O)c1ccc(Cl)cc1 (stereo unspecified),-2.1%,1.8%,-10.1%,-1.6%,7.8%,-18.9%,8.2%,-3.5%
OC1(c2ccc(F)cc2)CCNC1 (stereo unspecified),2.9%,-12.2%,-9.8%,-2.8%,-10.4%,8.7%,8.2%,2.9%
O=C1C2CCN(CC2)C12CC2c1ccc(C(F)(F)F)cc1 (stereo unspecified),-10.9%,/,-0.1%,-3.1%,14.9%,/,/,0.5%
CN1CC[C@]2(C)c3cc(O)ccc3N(C)[C@@H]12,i,-21.0%[20.6 µM],2.24µM*,-3.9%[53 µM],-2.5%[53 µM],-1.6%,-14.6%[20.9 µM],-29.1%[21.6 µM]
COc1cccc(C2=NOC(C(=O)N3CCC4(CC3)OCCO4)C2)c1 (stereo unspecified),-2.6%,/,-7.1%,1.0%,4.8%,8.5%,?,8.3%
Cc1nn(Cc2ccccc2)c(C)c1C(=O)OCC(=O)Nc1ccccc1SCC#N,-4.4%,-21.3%,-5.3%,-0.4%,7.0%,?,25.1µM*,-3.8%
COc1ccc(/C=C2\C(=N\O)C3CCN2CC3)cc1,-4.9%,-9.0%,-3.6%,-3.8%,5.7%,-7.9%,-7.9%,-5.0%
O=C(NC(Cc1cnc[nH]1)C(=O)O)c1ccccc1 (stereo unspecified),1.2%,10.3%,-7.1%,-0.5%,-0.6%,-6.7%[46 µM],-0.7%,-2.9%
O=C(c1cc(F)ccc1F)C1CCCN(Cc2ccc3nonc3c2)C1 (stereo unspecified),i,-11.1%,7.1%,-0.4%,5.9%,?,-14.6%,0.9%
COc1ccc(O)c(CN2CCCC(C(=O)c3sccc3C)C2)c1 (stereo unspecified),-11.8%,/,5.6%,-1.7%,-9.9%,-27.3%[46 µM],12.6µM*,4.4%
c1ccc2c(c1)CN1CCCC1=N2,-12.4%&-9.3%,-9.7%&-19.2%,-12.8%&3.0%,-4.6%&5.0%,-5.8%&3.1%,?,20.9%&9.7%,5.7%&3.0%
COCCCNC(=O)c1c(N)n(Cc2ccco2)c2nc3ccccc3nc12,8.3%,/,?,-2.5%,8.2%,/,/,2.0%
CCC1(C)CC(CCNCc2ccc(N(C)C)cc2)(c2ccc(F)cc2)CCO1 (stereo unspecified),-4.2%,/,7.3%,-1.9%,6.6%,/,/,-2.7%
COc1ccc(NC(=O)c2cc([N+](=O)[O-])ccc2N2CCNCC2)cc1,26.9%,-4.9%,-11.3%,-3.0%,-6.4%,-3.2%[46 µM],8.91µM*,21.7%
CC1(C)N=C(c2ccccc2)[C@@H]2C(c3ccc([N+](=O)[O-])cc3)N21 (stereo partly specified),-7.5%,-14.4%,1.9%,-0.8%,1.4%,-1.4%,-8.6%,0.8%
CC(C(=O)O)N(C(=O)c1ccccc1)c1ccc(F)c(Cl)c1 (stereo unspecified),7.8%,-2.4%,3.1%,-0.6%,-6.3%,3.8%[46 µM],9.5%,8.3%

# Looked up above.
# RECQ1 inh with `CC1(C)N=C(c2ccccc2)[C@@H]2C(c3ccc([N+](=O)[O-])cc3)N21` (stereo partly specified) : -7.5%
# RGS12 GoLoco inh with `COc1ccc(/C=C2/C(=O)NC(=O)N(c3ccccc3)C2=O)cc1CN1C(=O)c2ccccc2C1=O` : 23.0%

# A portion of the library; the hit share may differ from the screen's.
